Source: PubChem (several laboratories)
BCLXL inh: blocks human Bcl-xL binding to Bim BH3 peptide; Q07817; GST-Bcl-xL / FITC-Bim BH3 peptide fluorescence polarization; inhibition, % at 10.9 µM; 320,000 tested, 0.7% active; AID 2129;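 active means inhibition above the mean of all tested compounds plus 3 SD, cutoff set per campaign, cut at about 30% in these data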;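 further: 0% = DMSO wells and 100% = unlabeled Bim-BH3 peptide competitor; inhibitors lower millipolarization by displacing the labeled peptide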
CIT2 TOR yeast: alters CIT2-GFP fluorescence in TOR pathway yeast screen; S. cerevisiae CIT2-GFP strain, flow cytometry, 3 h; 100 means same as DMSO wells; AID 2029; 320,000 tested, 0.065% active; GFP response vs DMSO, % at 10 µM;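 active means GFP response relative to DMSO above a set limit, near the screen mean plus 3 SD, cut at about 150% in these data; inconclusive means Fewer than 70 cells measured for a yeast strain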;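 further: ratio of well median GFP fluorescence to mean of DMSO wells on the plate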
GRK2 aptamer HTS: inhibitors of human GRK2 displacing RNA aptamer; inhibition of aptamer binding, % at 10 µM; P25098; 330,000 tested, 0.59% active; bead flow cytometry, FAM-aptamer displacement from GRK2;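 active means inhibition of aptamer binding above 40%, roughly 3 SD of noise, on plates passing a quality check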;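 further: median bead fluorescence of bound FAM aptamer so fluorescent compounds give negative values; no value below 0 was filed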
VLA-4 inh: inhibition in a human VLA-4 binding assay; P13612; VLA-4 expressing cells, ligand binding flow cytometry; inhibition, % (about 7 µM as worked out from the volumes in the protocol); 330,000 tested, 0.2% active; AID 2557; in the data active means inhibition above about 50%
Target sequence (P13612 whole entry, looked up): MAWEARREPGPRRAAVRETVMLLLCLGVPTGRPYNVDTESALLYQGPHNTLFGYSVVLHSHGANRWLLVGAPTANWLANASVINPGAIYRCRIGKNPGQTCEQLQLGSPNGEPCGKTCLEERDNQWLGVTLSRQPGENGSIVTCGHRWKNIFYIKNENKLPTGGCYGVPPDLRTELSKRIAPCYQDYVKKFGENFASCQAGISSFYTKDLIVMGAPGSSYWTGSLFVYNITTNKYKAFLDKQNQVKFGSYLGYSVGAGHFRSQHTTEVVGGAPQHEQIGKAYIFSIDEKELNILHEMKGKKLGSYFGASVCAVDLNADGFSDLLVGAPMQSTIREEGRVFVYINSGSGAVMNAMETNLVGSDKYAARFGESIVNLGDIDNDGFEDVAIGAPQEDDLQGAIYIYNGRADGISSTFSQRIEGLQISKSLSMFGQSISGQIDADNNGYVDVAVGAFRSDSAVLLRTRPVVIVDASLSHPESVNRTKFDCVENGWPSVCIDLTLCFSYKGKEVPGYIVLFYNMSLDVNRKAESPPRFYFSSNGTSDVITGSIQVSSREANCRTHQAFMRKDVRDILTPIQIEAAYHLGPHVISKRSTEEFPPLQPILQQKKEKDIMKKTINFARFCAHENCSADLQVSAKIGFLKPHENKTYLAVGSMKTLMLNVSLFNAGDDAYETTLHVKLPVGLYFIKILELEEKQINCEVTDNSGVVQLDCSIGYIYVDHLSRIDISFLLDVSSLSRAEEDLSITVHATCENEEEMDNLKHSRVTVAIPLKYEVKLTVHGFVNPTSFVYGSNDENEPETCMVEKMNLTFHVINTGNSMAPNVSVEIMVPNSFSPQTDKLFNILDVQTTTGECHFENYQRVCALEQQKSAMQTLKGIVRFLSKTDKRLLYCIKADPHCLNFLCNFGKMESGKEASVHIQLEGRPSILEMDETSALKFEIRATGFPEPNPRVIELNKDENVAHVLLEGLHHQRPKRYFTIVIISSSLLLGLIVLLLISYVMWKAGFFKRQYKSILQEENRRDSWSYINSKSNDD
MCL1-BIM inh: disrupts human MCL1 binding to BIM-BH3 peptide; Q07820; GST-MCL1 / FITC-Bim-BH3 fluorescence polarization; inhibition, % at 10.9 µM; 320,000 tested, 0.68% active; AID 2057;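 active means inhibition above the mean inhibition of all tested compounds plus 3 SD, set per campaign, cut at about 40% in these data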;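 further: 0% = DMSO wells and 100% = unlabeled Bim-BH3 peptide control; higher means more loss of mP so more displacement of Bim peptide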
Fam108B inh: counter-screen for RBBP9 inhibitors: inhibitors of mouse Fam108B; 300,000 tested, 0.33% active; recombinant Fam108B, FP-Rh probe fluorescence polarization; inhibition, % at 9.51 µM; AID 1947;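 active means inhibition above the screen mean inhibition plus 3 SD, computed separately per campaign, cut at about 18% in these data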;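 further: inhibitors lower polarization as less probe binds the enzyme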
MEX-5 binding: C. elegans MEX-5 TCR-2 RNA binding activity; MEX-5/FITC-TCR2 RNA binding, fluorescence polarization; stronger effect = lower value; 300,000 tested, 0.38% active; activity score (negative = inhibition of binding), % at 10 µM; Q9XUB2;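 active means inhibition past about -25% in most replicates, and total fluorescence under double the plate's negative control median, limit read from the data; inconclusive means replicates evenly split on the limit, or fluorescence at least double controls; inactive means too little inhibition in most replicates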;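 further: 0% = DMSO and -100% = 5 µM competing unlabeled TCR2 RNA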
GLD-1 RNA inh: GLD-1-TGE RNA interaction inhibition (C. elegans); Q17339; purified GLD-1 + fluorescein TGE RNA, fluorescence polarization; inhibition, % at 5.96 µM; 320,000 tested, 0.44% active;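 active means percent inhibition above a per-plate cutoff, the plate mean of test compounds plus 3 SD, cut at about 30% in these data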;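 further: 0% = DMSO wells with GLD-1 and probe and 100% = wells lacking GLD-1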
AGP1-GFP MLPCN: yeast TOR pathway AGP1-GFP modulation | S. cerevisiae AGP1-GFP multiplex flow cytometry, 3 h; GFP as percent of DMSO wells | GFP response vs DMSO, % at 10 µM | AID 2066 | 320,000 tested, 0.02% active;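 active means GFP response relative to DMSO above a set limit, near screen average plus 3 SD, cut at about 150% in these data; inconclusive means fewer than 70 cells counted for the yeast strain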;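 further: median GFP channel fluorescence of the gated AGP1 strain per well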
Numbers without * were called inactive; u = inconclusive; x = no result given.

Every second line gives: MCL1-BIM inh | AGP1-GFP MLPCN | VLA-4 inh | MEX-5 binding | CIT2 TOR yeast | GLD-1 RNA inh | Fam108B inh | GRK2 aptamer HTS | BCLXL inh
> Cc1ccc(C)c(/C=C2\N=C(c3ccccc3F)OC2=O)c1
→ 3.0 | 98.1 | 2.0 | -0.4 | 106.7 | 7.1 | -2.4 | 0.0 | 1.7
> CCn1c(SCC(=O)Nc2ccc3c(c2)OCCO3)nnc1-c1cccnc1
→ -2.5 | 98.1 | 6.2 | 3.0 | 104.4 | 10.0 | 1.4 | 0.0 | 2.8
> CCN(CC)CCCNC(=O)CSc1nc(-c2cccs2)cc(C(F)(F)F)n1
→ 2.5 | 103.4 | 10.7 | 0.6 | 106.0 | 3.0 | 4.5 | 0.0 | 5.4
> O=c1cc(CS(=O)(=O)c2ccccc2)nc(-c2ccncc2)[nH]1
→ 2.8 | 97.6 | -6.4 | -0.9 | 94.3 | -3.9 | -3.2 | 0.0 | 5.8
> CC1CCCCC1NC(=O)CSc1nnc(-c2ccco2)n1C (centres undefined)
→ 5.6 | 105.9 | -0.6 | x | 102.9 | 4.1 | x | 6.0 | 3.7
> CSc1ccccc1OCc1cc(C(=O)N(C)Cc2ccncn2)no1
→ 5.1 | 110.3 | -5.8 | 1.5 | 111.0 | -3.6 | 5.4 | 0.0 | 3.4
> Cc1ccc(CNC(=O)c2cc3c(=O)n(C)c4ccccc4c3n2C)o1
→ -5.0 | 99.3 | -11.7 | 1.4 | 98.6 | -9.4 | -1.4 | 0.0 | -0.9
> CCOC(=O)CN(C(=O)COC(=O)C1=NNC(=O)CC1)c1ccc(F)cc1
→ x | 99.1 | 8.8 | x | 100.1 | 1.1 | x | 3.0 | x
> NC1=NC2=C(CCCC2)C2(CCCCC2)S1
→ 5.9 | 98.3 | -0.3 | -0.4 | 85.7 | 2.4 | 0.3 | 0.0 | -0.2
> CCOC(=O)CSCc1cn2cc(Cl)ccc2n1
→ -3.7 | 99.3 | 0.9 | -2.4 | 96.7 | -4.4 | 3.3 | 0.0 | -1.5
> COc1ccc(/C=C(\C#N)C(=O)Nc2cc(C)c(Cl)cc2OC)cc1O
→ -5.4 | 100.5 | 6.8 | -6.7 | 107.2 | 1.1 | -9.4 | 4.0 | 5.0
> CCCCCNC(=O)c1ccc2c(=O)n(CCCN3CCCC3=O)c(=S)[nH]c2c1
→ -0.7 | 100.2 | -10.8 | 0.0 | 109.6 | 7.0 | 1.1 | 2.0 | 6.9
> Cn1c(SCC(=O)NC(=O)Cc2ccccc2)nnc1-c1ccc(F)cc1
→ x | 102.3 | -3.7 | x | 115.9 | 7.9 | x | 0.0 | x
> CC1(C)N=C(N)N=C(N)N1c1ccc(OCCCOc2ccccc2)c(Cl)c1
→ -1.2 | 98.9 | -17.5 | 1.2 | 102.6 | 0.8 | -0.3 | 0.0 | 2.7
> CC1(C)CC2CC(C)(CN2S(=O)(=O)c2ccc(C(=O)Nc3ccc(S(=O)(=O)N4CCOCC4)cc3)cc2)C1 (centres undefined)
→ 7.3 | 102.3 | 4.1 | 0.8 | 101.8 | 2.1 | -38.8 | 5.0 | 7.2
> CCOC(=O)C1C(=O)CC(=O)CC1CC(C)SCC (centres undefined)
→ 8.8 | 103.5 | -11.2 | 2.2 | 101.6 | 4.4 | 0.4 | 4.0 | 7.3
> COc1ccc(Cn2c(C(C)C)nc3sc4ccccc4c(=O)c3c2=O)cc1
→ -1.6 | 115.9 | -3.2 | -0.6 | 104.5 | 4.5 | -2.3 | 0.0 | 1.2
> COc1ccccc1NC(=O)/C(C#N)=C/c1ccc(OCCN2CCOCC2)c(OC)c1
→ 1.6 | 90.7 | -9.4 | -0.8 | 96.0 | 2.9 | -0.2 | 0.0 | 4.8
> CCOC(=O)/C(C#N)=C/C=C1/C=CC=CN1C
→ 2.4 | 106.3 | -19.2 | 2.8 | 90.6 | -35.5 | -0.1 | 4.0 | 1.5
> O=C(NCCN1C(=O)S/C(=C\c2ccccc2F)C1=O)C1CCCN1C(=O)c1cccs1 (centres undefined)
→ 7.0 | 90.5 | 3.3 | 2.3 | 93.4 | -0.7 | -1.7 | 0.0 | 2.6

Some of these compounds in order of formula weight, smallest number first.
Every second line gives: MCL1-BIM inh | AGP1-GFP MLPCN | VLA-4 inh | MEX-5 binding | CIT2 TOR yeast | GLD-1 RNA inh | Fam108B inh | GRK2 aptamer HTS | BCLXL inh
> Cc1ccc(C)c(/C=C2\N=C(c3ccccc3F)OC2=O)c1
→ 3.0 | 98.1 | 2.0 | -0.4 | 106.7 | 7.1 | -2.4 | 0.0 | 1.7
> CC1CCCCC1NC(=O)CSc1nnc(-c2ccco2)n1C (centres undefined)
→ 5.6 | 105.9 | -0.6 | x | 102.9 | 4.1 | x | 6.0 | 3.7
> CCOC(=O)CN(C(=O)COC(=O)C1=NNC(=O)CC1)c1ccc(F)cc1
→ x | 99.1 | 8.8 | x | 100.1 | 1.1 | x | 3.0 | x
> Cn1c(SCC(=O)NC(=O)Cc2ccccc2)nnc1-c1ccc(F)cc1
→ x | 102.3 | -3.7 | x | 115.9 | 7.9 | x | 0.0 | x
> CCN(CC)CCCNC(=O)CSc1nc(-c2cccs2)cc(C(F)(F)F)n1
→ 2.5 | 103.4 | 10.7 | 0.6 | 106.0 | 3.0 | 4.5 | 0.0 | 5.4

Carrying on.
Every second line gives: MCL1-BIM inh | AGP1-GFP MLPCN | VLA-4 inh | MEX-5 binding | CIT2 TOR yeast | GLD-1 RNA inh | Fam108B inh | GRK2 aptamer HTS | BCLXL inh
> CC(Sc1n[nH]c(N)n1)C(=O)NC1CCCCC1C (centres undefined)
→ 4.6 | 103.6 | 3.1 | 0.3 | 113.6 | 4.5 | 2.0 | 0.0 | 2.4
> N/C(=N\OC(=O)c1ccc(Cl)cc1)c1[nH]ncc1Br
→ -3.5 | x | -11.5 | 3.5 | x | -1.3 | -3.1 | 1.0 | -0.7
> O=C(CSc1nnc(CNC(=O)c2cccs2)o1)Nc1ccccc1F
→ 7.6 | 100.3 | -1.8 | x | 101.2 | -11.7 | -0.6 | 1.0 | 2.6
> Cc1cc2ncc(Cl)nc2cc1C
→ -1.9 | 99.5 | -10.2 | -0.5 | 103.3 | 4.3 | 7.3 | 0.0 | 4.0
> O=C(NCC1CCCO1)c1nn2c(C(F)(F)F)cc(-c3ccco3)nc2c1Cl (centres undefined)
→ 0.5 | 99.5 | 20.7 | -3.8 | 106.8 | 1.7 | -1.3 | 1.0 | -1.4
> COc1[nH]c2ccc(F)cc2c1C(=O)OCC1CCN(CCNS(C)(=O)=O)CC1
→ 5.2 | 91.3 | 25.7 | 4.2 | 89.7 | 5.3 | -5.5 | 2.0 | 7.1
> COc1ccc(-c2ccc(C(C)=O)cc2)cc1[C@H]1[C@H]2C=CC[C@@H](C)[C@@H]2C(=O)N1Cc1ccccc1
→ 1.5 | 87.4 | 12.5 | -1.5 | 97.6 | 0.0 | -4.2 | 1.0 | 2.9
> CN(C)CCCN(C(=O)c1ccc(S(=O)(=O)N2CCCCC2)cc1)c1nc2cc3c(cc2s1)OCO3
→ 0.5 | 100.4 | 20.8 | -1.1 | 104.1 | -5.3 | 6.6 | 15.0 | -0.4
> COc1cccc(NC(=O)c2ncc(Cl)c(Cl)c2Cl)c1
→ 1.9 | 96.7 | 4.1 | 0.9 | 91.1 | 5.3 | -4.9 | 4.0 | 4.6
> S=C(Nc1ccc(Cl)cc1)N1CCN(Cc2ccccc2)CC1
→ -1.4 | 93.3 | 11.2 | 2.1 | 98.9 | 4.9 | -0.9 | 0.0 | -1.8
> O=C1Nc2cc(C(=O)N3CCC(N4CCCCC4)CC3)ccc2S/C1=C\c1ccccc1
→ -4.6 | 98.6 | 13.6 | -0.6 | 97.3 | 0.1 | -3.7 | 0.0 | 4.0
> Cc1csc(NC(=O)CSc2ccc(-c3ccccn3)nn2)n1
→ 9.2 | 97.7 | 1.6 | 4.4 | 88.5 | 1.5 | 4.1 | 0.0 | 1.0
> COc1ccc2c(c1)CCc1c(C(=O)NC3CCCCC3)noc1-2
→ 5.1 | 89.7 | 1.8 | -0.1 | 89.7 | 1.1 | 2.3 | 0.0 | 7.7
> O=C(Nc1ccc(Cl)cc1Cl)N1CCN(c2ncccn2)CC1
→ 3.6 | 91.7 | -4.2 | 0.9 | 87.0 | 2.9 | 3.6 | 2.0 | 4.3
> Cc1ccc(C)c(NC(=O)CN(C)C(=O)C2CCN(C(=O)Nc3ccccc3)CC2)c1
→ 5.6 | 104.2 | 1.9 | -1.7 | 103.8 | 5.8 | 0.9 | 0.0 | -2.4
> CN(C)S(=O)(=O)c1cccc(N=C2NN=C(c3ccccc3)CS2)c1
→ 0.1 | 98.2 | 27.0 | x | 104.5 | 3.2 | 2.7 | 0.0 | 5.6
> COc1cccc(S(=O)(=O)NCc2ccc(C(=O)Nc3cccc(Cl)c3)cc2)c1
→ 12.0 | 102.0 | 16.8 | 0.0 | 110.6 | 12.2 | -35.2 | 0.0 | 8.7
> Cc1ccc(SCc2cc(=O)c3c(=O)n(-c4ccccc4)[nH]c3[nH]2)cc1
→ 27.4 | 105.3 | 1.2 | -11.8 | 101.6 | 3.8 | 5.3 | 0.0 | 10.7
> Nc1ccc(-c2nc3ccccc3s2)cn1
→ -5.2 | 105.7 | -0.3 | -0.5 | 101.1 | -6.3 | 2.0 | 0.0 | -2.2
> COc1ccc(OCC(=O)Nc2cc3c(cc2C(=O)O)OCCCO3)cc1
→ 7.8 | 88.0 | 3.5 | 3.4 | 99.7 | 6.9 | 2.7 | 0.0 | 3.2
> CCN(CC)S(=O)(=O)c1ccc(C(=O)N(c2ccc(C)cc2)C2C=CS(=O)(=O)C2)cc1 (centres undefined)
→ -2.8 | u | 2.1 | 0.2 | u | -5.4 | 0.3 | 6.0 | -1.6
> CCCc1nnc(NC(=O)CC(=O)Nc2ccccc2C(=O)O)s1
→ 1.3 | 103.2 | 11.5 | 0.2 | 102.7 | 7.3 | -2.7 | 0.0 | 5.0
> O=C(CCS(=O)(=O)c1ccccc1Cl)NCc1ccc(F)cc1
→ -1.8 | 100.8 | 2.0 | -0.6 | 92.9 | -6.2 | -4.8 | 1.0 | 0.9
> c1ccc(CN2CCN(c3nc4ccccc4s3)CC2)cc1
→ -1.6 | 97.9 | 28.9 | -1.9 | 100.2 | 3.4 | -1.0 | 1.0 | 1.1
> COc1cc(CNCCc2c[nH]c3ccccc23)cc(Cl)c1OCC(N)=O
→ -1.0 | 99.6 | 6.2 | -0.4 | 96.6 | 1.9 | -0.5 | 0.0 | 2.5
> COc1ccc(S(=O)(=O)N2CCCC2CNC(=O)C(=O)NC2CCCCCC2)cc1 (centres undefined)
→ -3.5 | 106.7 | -2.0 | -1.1 | 99.6 | 2.4 | -1.2 | 2.0 | -0.6
> Fc1cccc(/C=N/Nc2nncc3ccccc23)c1
→ 3.8 | 88.1 | 10.8 | -1.3 | 93.4 | -2.8 | 2.6 | 3.0 | -2.1
> COC(=O)c1sc(-c2ccccc2)cc1NC(=O)c1cc(OC)cc(OC)c1
→ 16.7 | 98.3 | x | 0.6 | 93.1 | 6.4 | -3.1 | 6.0 | 4.9
> CC(=O)Nc1ccc(S(=O)(=O)N[C@H](C(=O)O)C(C)C)cc1
→ 6.6 | 102.3 | -1.6 | -0.1 | 104.4 | -2.3 | -0.8 | 3.0 | 4.6
